GalR3 antagonist – GalR3 antagonists in HEK293 cells, primary screen, cell-based, fluorescence readout | HEK293 GalR3-CNG cAMP membrane potential fluorescence; galR3 body fused to GalR1 C-terminus | inhibition, % at 3 µM | hit rate 0.44% among 360,000;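 active = inhibition above the screen-wide average plus 3 SD, cut at about 13% in these data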;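 note: forskolin and galanin both at EC90 stimulate the cells; cAMP rise reported by CNG channel membrane potential dye signal; 0% = forskolin plus galanin with DMSO and 100% = forskolin alone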
Target sequence (O60755 1-299 limits assumed): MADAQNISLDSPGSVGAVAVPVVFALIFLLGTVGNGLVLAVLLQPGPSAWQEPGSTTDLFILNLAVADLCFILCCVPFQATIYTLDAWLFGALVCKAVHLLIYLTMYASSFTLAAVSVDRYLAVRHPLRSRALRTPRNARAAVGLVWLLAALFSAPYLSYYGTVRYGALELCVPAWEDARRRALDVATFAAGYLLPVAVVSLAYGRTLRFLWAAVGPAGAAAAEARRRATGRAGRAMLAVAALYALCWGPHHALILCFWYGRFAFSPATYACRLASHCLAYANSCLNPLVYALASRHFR
Numbers without * were called inactive; & = joins results of further samples. This is a subset. The share of hits here may be higher or lower than overall.

SMILES	GalR3 antagonist
COc1ccc(CCc2nc3ccccc3n2C(CCc2ccccc2)c2nc3ccccc3[nH]2)cc1 (centres undefined)	-5.6
CCOc1ccc(-c2cc(C(=O)NCc3ccc(C(F)(F)F)cc3)[nH]n2)c(C)c1	-2.8
CC(C)[C@H](NC(=O)c1ccco1)C(=O)N1CCC[C@H]1C(=O)NCc1ccccc1	-1.6
O=C(NC1CCCC1)C(C1CC1)n1c(C2CCCC2)nc2ccccc21 (centres undefined)	-5.1
COc1ccc(-c2cnc3cccnn23)cn1	-1.1
O=C(NCc1ccccc1)[C@@H]1CCCN1C(=O)[C@H]1CCCN1C(=O)c1cccc(Cl)c1	-6.2
COC(=O)C1=C(C(=O)OC)C2C=C(C(C)C)C1C(=O)C2(C)O (centres undefined)	-4.3
CCCCCCCCN1C(=O)[C@H](CC(=O)N2CCN(C(=O)OCC)CC2)C[C@@]2(C(=O)OCC)CCCC=C12	-3.1
CON(C)C(=O)C(C)(C)CC#CCN(CC#Cc1ccccc1)S(=O)(=O)c1ccc(C)cc1	-7.1
COC(=O)[C@]12CCCCC=C1N(Cc1ccc3c(c1)OCO3)C(=O)[C@H](CC(=O)N1CCN(C(=O)C3CC3)CC1)C2	-3.2
COc1cccc(CNC(=O)[C@@H]2CCCN2C(=O)[C@@H]2CCCN2C(=O)c2ccc(Cl)cc2)c1	-6.2
CC(=O)Nc1cncc(-c2cccc(C(=O)NC3CC3)c2)n1	1.1
COc1ccc(-c2cc(NC=O)c3ncc(-c4ccc(C(C)=O)cc4)n3c2)cn1	2.0
CC(=O)Nc1cc(-c2ccc(C(=O)N3CCOCC3)cc2)cn2c(-c3ccc(S(C)(=O)=O)cc3)cnc12	-7.6
CCCCCCCCN1C(=O)[C@H](CC(=O)NCCc2ccccc2OC)C[C@@]2(C(=O)OC)CCCCC=C12	0.5
Nc1nc2cc(Cl)ccc2n1N	-8.3
Cc1cc(=O)oc2c3c(cc(OCC(=O)NCC(O)c4ccccc4)c12)OC(C)(C)CC3 (centres undefined)	-5.4
C=C1C[C@@H]2C[C@@H]2CN(S(=O)(=O)c2ccc(C)cc2)[C@@H]1COCc1ccccc1	-0.8
Cc1cc(Br)cn2c(Cc3cccc(Cl)c3)c(-c3cccc(Cl)c3)nc12	-4.1
CC(C)CNc1ncnc2c1ncn2[C@H]1CN(Cc2ccc(F)cc2)C[C@@H](CO)O1	-7.3
CC(C)c1cn(CC[C@@H]2CC[C@@H](NC(=O)C3CCCCC3)[C@@H](CO)O2)nn1	-3.0
O=C1c2ccccc2C(c2nnnn2Cc2ccccc2)N1Cc1cccs1 (centres undefined)	-5.1&-6.5
COC(=O)c1cc(=O)nc(NN=Cc2ccccc2O)s1	-6.6
COc1ccc(F)cc1-c1cc(C(=O)NCc2ccccc2)[nH]n1	-4.0

Of the compounds above, 9 have four or more nitrogen atoms.
SMILES	GalR3 antagonist
COc1ccc(CCc2nc3ccccc3n2C(CCc2ccccc2)c2nc3ccccc3[nH]2)cc1 (centres undefined)	-5.6
COc1ccc(-c2cnc3cccnn23)cn1	-1.1
CC(=O)Nc1cncc(-c2cccc(C(=O)NC3CC3)c2)n1	1.1
COc1ccc(-c2cc(NC=O)c3ncc(-c4ccc(C(C)=O)cc4)n3c2)cn1	2.0
CC(=O)Nc1cc(-c2ccc(C(=O)N3CCOCC3)cc2)cn2c(-c3ccc(S(C)(=O)=O)cc3)cnc12	-7.6
Nc1nc2cc(Cl)ccc2n1N	-8.3
CC(C)CNc1ncnc2c1ncn2[C@H]1CN(Cc2ccc(F)cc2)C[C@@H](CO)O1	-7.3
CC(C)c1cn(CC[C@@H]2CC[C@@H](NC(=O)C3CCCCC3)[C@@H](CO)O2)nn1	-3.0
O=C1c2ccccc2C(c2nnnn2Cc2ccccc2)N1Cc1cccs1 (centres undefined)	-5.1&-6.5

Next records follow:
SMILES	GalR3 antagonist
COC(=O)C1CCN(C2CN(Cc3ccc(F)cc3)S(=O)(=O)C2)CC1 (centres undefined)	0.7
O=C(Nc1nnc([C@@H]2C[C@H](O)[C@@H](CO)O2)s1)Nc1ccccc1C(F)(F)F	-7.3
Cn1nc(C2CC2)cc1NC(=O)C1(C)CCN1C(=O)Cc1ccc(-c2ccccc2)cc1 (centres undefined)	-7.9
CC(C)N(C)c1ncnc2c1ncn2[C@H]1CN(Cc2ccc(F)cc2)C[C@@H](CO)O1	-1.6
COc1ccc(NC(=O)C2(C)Cc3c(-c4ccc(N(C)C)cc4)ccnc3O2)cn1 (centres undefined)	-2.8
COc1ccc(CCNC(=O)c2ccc(CSc3ccc(Cl)cc3)o2)cc1OC	-7.6
COC(=O)c1ccc2nc(-c3cccc(Br)c3)c(Cc3cccc(F)c3)n2c1	-7.2
CN(Cc1ccccc1)C(=O)c1ccc(Nc2nc(C(N)COCc3ccccc3)cs2)nc1 (centres undefined)	0.8
COC(=O)Cc1ccc(OC2(C)CCN(Cc3ccc4c(c3)OCCO4)C2)cc1 (centres undefined)	-3.7
Nc1nc(N)c2ncn(C3C=CC(CO)C3)c2n1 (centres undefined)	-7.1
O=C(Cc1c[nH]c2ccccc12)Nc1ccc(Nc2cccnc2)c(-c2cccc(Cl)c2)c1	-9.2
COc1cc(-c2cc3nc(NCc4cccs4)ccn3n2)cc(OC)c1OC	-6.8
COc1ccc(OC)c(CN2C(=O)CN(S(C)(=O)=O)CC2(C)C(=O)NC(C)C)c1 (centres undefined)	-4.7
Cc1cccc(C)c1NC(=O)CN1CCN(c2ccc(F)cc2)CC1	1.7
O=C(c1ccccn1)N(Cc1ccco1)C1(C(=O)Nc2ccc(Br)cc2)CCCCC1	-7.1
COC(=O)c1cc(S(=O)(=O)NCC2CCN(C(=O)C(=O)c3cccs3)CC2)cs1	-3.3
CC1(C(=O)Nc2ccc3c(c2)OCCO3)CN(S(C)(=O)=O)CC(=O)N1CCc1ccccc1 (centres undefined)	-4.7
O=C1NC[C@H](CCCCN2C[C@H](Cc3ccccc3)N(CCc3ccccc3)C(=O)C2=O)N(CC2CCCCC2)C1=O	-7.4
CC(=O)N(c1nc2ccccc2s1)N1C(=O)c2ccccc2C1=O	-6.3
C[C@@H]1CCCCO[C@H](CN(C)S(=O)(=O)c2cn(C)cn2)[C@@H](C)CN([C@H](C)CO)C(=O)c2cc(NC(=O)CCCN(C)C)ccc2O1	-4.5
Cc1cccc(C)c1-n1nnnc1C1c2ccccc2C(=O)N1C1CC1 (centres undefined)	-3.1
CSCCNC(=O)C1(C)CCN1C(=O)c1sccc1C (centres undefined)	-6.9
CN1CCCCC(NC(=O)C2CCCCC2)C1=O (centres undefined)	-1.7
COc1ccc(S(=O)(=O)N(C)C[C@@H]2OCc3cn(nn3)CCCC(=O)N([C@H](C)CO)C[C@H]2C)cc1	-4.4
CCOC(=O)C1=CCN(S(C)(=O)=O)C1c1ccc(Cl)cc1 (centres undefined)	-5.4
COCc1cc(N2CCNC[C@H]2C)ccc1N1CCN(Cc2ccccc2)[C@H](C)C1	-3.7
O=c1oc2cc(O)ccc2cc1-c1nc2ccccc2o1	-6.9
Cc1cc(C)cc(C(O)c2ncc(-c3ccc4ccccc4c3)[nH]2)c1 (centres undefined)	-4.5
CCCNC(=O)C1(C)CCN(C(=O)C(c2ccccc2)c2ccccc2)C1 (centres undefined)	-3.9
C(=C\c1ccc2nncn2c1)/c1ccccc1	-6.1
OC(c1cccc(Cl)c1)c1ncc(-c2ccc3ccccc3c2)[nH]1 (centres undefined)	-1.6
CO[C@@H]1CN(C)C(=O)c2cc(NC(=O)Nc3cc(F)ccc3F)ccc2OC[C@H](C)NC[C@@H]1C	-3.4
O=S1(=O)CC(N2CCSCC2)CN1Cc1cn(Cc2ccccc2)nn1 (centres undefined)	-4.8
O=S1(=O)CC(N2CCCC2)CN1Cc1ccc(F)cc1 (centres undefined)	3.8
CCCC[C@@H]1CC2=C(C(=O)OC(C)(C)O2)[C@@H](c2ccc(F)cc2)O1	-4.7
CC1(Cc2cccc(C#N)c2)C(=O)Nc2c(Cl)cccc21 (centres undefined)	-4.7
CC(=O)Nc1ccc(CN(C)c2c(C)nc3ccc(C(=O)N4CCN(c5ccccc5)CC4)cn23)cc1	1.2
CCOC(=O)C1CCCN(C(=O)c2cccc3ccccc23)CC1 (centres undefined)	-7.6
COc1ccc(C(C)(O)c2nc(-c3cccc(C(=O)O)c3)cs2)cc1 (centres undefined)	0.2
COc1ccc(CNC(=O)C2Cc3c(-c4cccc(C(C)=O)c4)ccnc3O2)cc1OC (centres undefined)	-4.9
CCCCOCC1CN(CCCC)S(=O)(=O)c2c(Oc3ccc(OC)cc3)cccc2O1 (centres undefined)	-4.9
c1ccc2c(C(c3nnnn3-c3ccc4c(c3)OCCO4)N3CCCCC3)ccnc2c1 (centres undefined)	-7.7
CCOC(=O)C1=C(C(=O)OCC)C2N(Cc3ccc(Br)cc3)c3ccccc3[C@@]23C[C@@H](C(=O)OC)N(S(=O)(=O)c2cccs2)C3=N1 (some centres undefined)	2.9
COC(=O)c1ccc(CN2C(=O)C(Cc3ccccc3)ON=C2c2ncccc2C)o1 (centres undefined)	-1.8
O=C(NCc1ccccc1)[C@@H]1CCCN1C(=O)[C@@H](NS(=O)(=O)c1ccc(F)cc1F)c1ccccc1	-8.2
O=C(CC[C@H]1O[C@@H](n2ccc(=O)[nH]c2=O)[C@H](O)[C@@H]1O)NCc1ccccc1	-5.5
CCc1nc2ccc(C(=O)N3CCN(c4ccccc4)CC3)cn2c1N(C)CCCc1ccccc1	-6.3
CCOC(=O)C(=O)N(C)c1c(CC)nc2c(OCc3cccc(OC)c3)cccn12	-8.2

Continued; the last 2 above are carried over.
SMILES	GalR3 antagonist
CCc1nc2ccc(C(=O)N3CCN(c4ccccc4)CC3)cn2c1N(C)CCCc1ccccc1	-6.3
CCOC(=O)C(=O)N(C)c1c(CC)nc2c(OCc3cccc(OC)c3)cccn12	-8.2
COCCNC(=O)C1(C)Cc2c(-c3cccc(C(N)=O)c3)ccnc2O1 (centres undefined)	-7.1
O=C(OCc1ccccc1)N1CCC2CC1c1cc(N3CCN(S(=O)(=O)c4cccc5ccccc45)CC3)ccc12 (centres undefined)	-4.8
OC(c1ccccc1)c1nc(-c2cc3ccccc3o2)cs1 (centres undefined)	-8.0
CC(C)(C)NC(=O)C1c2ccccc2OCC(=O)N1Cc1ccco1 (centres undefined)	-2.6
F[B-](F)(F)COCc1ccccc1C#Cc1ccccc1	-5.3
O=C(NCc1ccccc1)c1cc(C2CCCCN2C(=O)CCCc2ccccc2)on1 (centres undefined)	-6.8
Cc1cc(Br)cn2c(Cc3ccsc3)c(-c3ccccc3)nc12	-7.7
COc1cc(-c2cnc3c(NC=O)cc(-c4ccccc4Cl)cn23)cc(OC)c1OC	19.2*
COc1ccccc1-c1csc(C(O)c2ccccc2)n1 (centres undefined)	-1.0
CCCCC[C@@H](C)N1C[C@H](COCc2ccccc2)Oc2cc(N3CCC[C@H]3CO)ccc2S1(=O)=O	-2.2
O=[N+]([O-])c1ccc(SN2CCCCC2)c([N+](=O)[O-])c1	-5.4
CC1(C)CCCC2(C)C1CCC1(C)OC(=O)CCC12 (centres undefined)	-5.9
O=C(c1cc(C2CCCCN2S(=O)(=O)c2cccs2)on1)N1CCOCC1 (centres undefined)	-4.2
CCc1nc2ccc(C(=O)N3CCN(C(=O)c4ccco4)CC3)cn2c1N(C)Cc1ccc(OC)cc1	1.5
COC(=O)c1cc2c(c3c4cc(F)ccc4n(C(=O)c4ccccc4)c13)C(=O)N(C1CCCCC1)C2	0.1
CN(NC(=O)C(=O)NCc1ccco1)C(=O)Nc1ccc(Cl)cc1	-3.3
O=c1[nH][nH]c2c1[C@H](c1ccc(F)cc1)O[C@H](CCC(F)(F)F)C2	-0.9
Cn1cnc(S(=O)(=O)N2C[C@@H](O)COC[C@@H]3O[C@H](CC(=O)NC4CCC4)CC[C@H]32)c1	-3.2
OC(c1ccc(Cl)cc1)c1ncc(-c2ccccc2F)[nH]1 (centres undefined)	-5.5
CC(C)(C)N1C(=O)c2ccccc2NC(=O)C1C(=O)NCc1ccco1 (centres undefined)	-4.6
CCC(c1nnnn1-c1ccc2c(c1)OCCO2)N1CCN(C(C)=O)CC1 (centres undefined)	0.5
CN(C)c1cccc2c(S(=O)(=O)NCC3CCN(C(=O)C(=O)c4cc5ccccc5o4)CC3)cccc12	-7.7
O=C1/C(=C/c2ccc(S(=O)(=O)O)cc2S(=O)(=O)O)CCc2ccccc21	-6.1
COC(=O)[C@]12CCCCC=C1N(CCC1=CCCCC1)C(=O)[C@H](CC(=O)NCC13CC4CC(CC(C4)C1)C3)C2	-4.6
Cc1cc(C)n2c(NC3CCCCC3)c(-c3cccnc3)nc2n1	-8.7
NC(=O)c1cccc(-c2ccnc3c2CC(C(=O)NCCc2ccccc2)O3)c1 (centres undefined)	-5.8
CC1(C(=O)NS(=O)(=O)c2cccc(OC(F)F)c2)CCN1C(=O)C1CCCCC1 (centres undefined)	-5.4
CCOC(=O)C1=CCN(S(=O)(=O)c2ccc(Cl)cc2)C1c1cccc(F)c1 (centres undefined)	-7.7
O=C1NC[C@H](CC2CCCCC2)N(CCc2cccc3ccccc23)C1=O	-7.0
CC(=O)Nc1cc(-c2ccccc2N(C)C)cn2c(-c3ccccc3)cnc12	-6.5
NC(Cc1ccc(C(F)(F)F)cc1)c1csc(NC(=O)Nc2ccccc2Oc2ccccc2)n1 (centres undefined)	-6.2
Cc1cccc(C)c1Cn1c(C)c(C(=O)NCc2ccc([N+](=O)[O-])cc2)sc1=O	-2.6
CC1(C(=O)Nc2ccc(Cl)cc2)Cc2c(-c3cccc(C(F)(F)F)c3)ccnc2O1 (centres undefined)	-6.5
O=C(N[C@H](C(=O)N1CCC[C@H]1C(=O)NC1CCCC1)C1CCCCC1)c1ccccc1	-5.8
OC[C@@H]1CN(Cc2ccc(Cl)cc2)C[C@H](n2cnc3c(N4CCOCC4)ncnc32)O1	-3.3
Cc1ccc(OC2CCN(C(=O)[C@H]3O[C@@H](n4ccc(N)nc4=O)[C@H](O)[C@@H]3O)CC2)cc1	-4.1
O=C(N[C@H](C(=O)N1CCC[C@H]1C(=O)NCCc1ccccc1Cl)C1CCCCC1)C1CC1	-1.7
c1ccc(SC23CCCCN(CCC2)C32OCCO2)cc1 (centres undefined)	-6.0
